H9c2 TAG inh: inhibitors of triacylglycerol accumulation, primary screen, cell-based, uHTS, fluorescence, H9c2 | H9c2 cells, Nile Red lipid (TAG) fluorescence; cells loaded with 200 µM oleic acid | inhibition, % at 12.5 µM | actives 0.66% (n = 230,000) | AID 651582, 2012;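 active = pattern-corrected inhibition of lipid staining of at least 50% with the nuclear-stain viability signal not falling by more than 50%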;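 also: 0% = DMSO wells and 100% = triacsin C control wells; some results filed as inactive read as strong as hits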
H9c2 TAG inh DAPI viability: recorded beside H9c2 TAG inh, whose call it bears; DAPI nuclei signal change (viability), lower = more cytotoxic, %;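 whole-well DAPI fluorescence read on a plate reader as a viability signal; minus 50 percent equals half of cells still viable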
* hit, by the source's call; i = inactive.

SMILES	H9c2 TAG inh	H9c2 TAG inh DAPI viability
Cc1cc(CN(C)C(=O)c2ccc3nc(Cc4ccccc4F)oc3c2)on1	-1	-2
COC(=O)c1nccnc1N	-6	1
COc1cccc(NS(=O)(=O)c2c(C)n(C)c(=O)n(C)c2=O)c1	-8	-5
COCCn1c(NCc2ccc(C)cc2)nc2c1c(=O)[nH]c(=O)n2C	-22	0
Cc1cc(C(=O)Nc2ccc(S(=O)(=O)N3CCOCC3)cc2)c(C)o1	3	1
CCOc1ccc(C(=O)CCC(=O)NNC(=O)c2ccccc2O)cc1	-12	-2
Nc1cccc(-c2cc3ccccc3oc2=O)c1	-12	1
O=C(Nc1ccccc1F)c1ccc(CSc2ncccn2)cc1	0	-5
CC1Cc2ccccc2N1C(=O)COC(=O)c1cc(Br)ccc1O (configuration not stated)	5	-3
COc1ccccc1NC(=O)CCC(=O)N1CC(C)Oc2ccc(C)cc21 (configuration not stated)	4	-11
COc1cccc(OC)c1OCC(=O)Nc1ccc(S(=O)(=O)N2CCCC2)cc1	15	2
O=C(C[n+]1cc(-c2ccccc2)n2c1CCC2)c1cccs1	-4	0
CCOC(=O)Cc1cc(-c2ccc(OC)cc2)nc2ccc3ccccc3c12	-5	15
O=C(CSc1nc2ccccc2c(=O)[nH]1)Nc1nc(-c2ccc(Br)cc2)cs1	31	-10
Cc1noc(C(=O)NCc2ccco2)c1Cl	9	3
O=C(Nc1nccs1)c1ccc(-c2ccccc2[N+](=O)[O-])o1	5	12
C=CCN1C(=O)c2ccc(C(=O)OCC(=O)N(CC)c3c(N)n(Cc4ccccc4)c(=O)[nH]c3=O)cc2C1=O	21	8
CCOC(=O)c1c(C=O)c2sc(C)cc2n1C	0	12
COc1cc(OC)c2cc(C(=O)N/N=C/c3cccc(OC)c3O)[nH]c2c1	55*	-16*
COc1ccccc1C(=O)NCC(=O)OCC(=O)Nc1cccc(S(=O)(=O)N2CCCCCC2)c1	-2	-9
CC(C)(C)S(=O)N1Cc2cc(CO)cc(CCO)c2[C@H]1CCO (some centres not stated)	7	5
CCN1CCN(c2nc(Nc3cc(OC)ccc3OC)nc(Nc3cc(OC)ccc3OC)n2)CC1	49	-14
O=c1ccc2cc([N+](=O)[O-])c(CCO)cc2o1	12	3
Cn1cc(CN2CCC(C(=O)N3CCCC3)CC2)c(-c2ccccc2F)n1	-7	-1
O=C1c2ccccc2C(=O)N1CCCCc1cn(C[C@H]2CC[C@@H]([C@@H]3CC[C@H](Cn4cc(CCCCN5C(=O)c6ccccc6C5=O)nn4)O3)O2)nn1	-1	2
Cn1c(-c2ccccc2)cnc1N	-22	-3
Cc1cc(C)n2[nH]c(=O)c(N=Nc3cccc(C(F)(F)F)c3)c2n1	-5	12
COc1ccccc1NC(=O)N(CCN(C)C)Cc1cc2cc(C)ccc2[nH]c1=O	15	0
O=C(CN1CCCN(Cc2ccc(F)cc2Cl)C1=O)NC1CCCC1	-14	5
Cn1c(NCC(O)CO)nc2c1c(=O)n(Cc1ccc(Cl)c(Cl)c1)c(=O)n2C (configuration not stated)	3	0
CCn1ncc(/C=N/O)c1C	-12	8
O=C(CN1C(=O)NC2(CCCCCC2)C1=O)NCc1ccccc1	-6	-6
O=C(Cc1cccc2ccccc12)NCCOc1ccccc1F	4	-5
O=c1c2ccccc2oc2ccc(-c3ccc4[nH]ccc4c3)cc12	-5	17
CCN1CCC2(CC1)Oc1c(OC)cccc1C1CC(c3cccnc3)=NN12 (configuration not stated)	-14	7
CCCOc1ccc(-c2cc(C(F)(F)F)c(C#N)c(SCC(=O)O)n2)cc1	2	-6
Cc1cc(S(=O)(=O)Nc2ccccc2C)ccc1F	-20	1
COC(=O)NCC(C)OC(=O)Nc1ccc(Cl)cc1 (configuration not stated)	-8	3
O=S1(=O)CC/C(=N/Nc2ccc(C(F)(F)F)cn2)c2cc(F)ccc21	21	-3
Nn1c(=S)[nH]c2sc3c(c2c1=O)CCCC3	4	-2

Continued; it opens with the 5 that closed the last part.
SMILES	H9c2 TAG inh	H9c2 TAG inh DAPI viability
CCCOc1ccc(-c2cc(C(F)(F)F)c(C#N)c(SCC(=O)O)n2)cc1	2	-6
Cc1cc(S(=O)(=O)Nc2ccccc2C)ccc1F	-20	1
COC(=O)NCC(C)OC(=O)Nc1ccc(Cl)cc1 (configuration not stated)	-8	3
O=S1(=O)CC/C(=N/Nc2ccc(C(F)(F)F)cn2)c2cc(F)ccc21	21	-3
Nn1c(=S)[nH]c2sc3c(c2c1=O)CCCC3	4	-2
COc1ccc(OC)c(C(C(=O)NCc2ccco2)N(C(=O)Cn2nnc3ccccc32)C2CC2)c1 (configuration not stated)	6	-7
O=C(NCc1ccco1)C1CC(c2ccccc2O)=NO1 (configuration not stated)	12	-10
N#CC(c1ccc(F)cc1)c1ccc(C(=O)c2ccc(F)cc2)cc1 (configuration not stated)	-14	1
COc1ccccc1/C=N/NC(=O)CC(=O)NCCc1ccccc1	3	0
Cc1ccc(N(Cc2ccccc2)C(=O)c2ccc(F)c(S(=O)(=O)N3CCOCC3)c2)cc1	6	12
CCOC(=O)c1ccccc1NC(=O)c1cn(-c2ccc(OC)cc2)c(=O)c2ccccc12	5	2
On1ccccc1=S	100	-73
O=[N+]([O-])c1ccc(-c2c[nH]c(=S)[nH]2)cc1	1	-5
O=C(Cc1cccc(NC(=O)C2CCN(C(=O)C3CCCC3)CC2)c1)Nc1cccc(C(=O)N2CCOCC2)c1	18	2
CC(C)Oc1ccc(CN2CCC2(C)C(=O)Nc2cccc(Oc3ccccc3)c2)cc1 (configuration not stated)	3	-3
COc1cccc(/C=C2\SC(=S)N(CCCC(=O)Nc3cccc(C(=O)O)c3)C2=O)c1	-2	-4
Cc1ccc(S(=O)(=O)N2CCN(c3ccccc3)CC2)cc1C	-11	15
Cc1c(C(=O)NCc2ccccc2CN2CCCC2)oc2ccc(F)cc12	-38	21
Cc1ccc(-n2c(C(C)C)nc3oc4ccccc4c(=O)c3c2=O)cc1	3	10
CC(C)(C)C(=O)NC1=NCCS1	-7	4
COc1ccc(-n2c(C)cc(SC)c(C(C)=O)c2=S)cc1	8	-5
COc1ccc([C@H]2CC(=O)C=C(c3ccc4c(c3)sc3ccccc34)C2)cc1	-3	-1
CN(C)CCCN1C(=O)C(=O)/C(=C(/O)c2ccncc2)C1c1ccccc1 (configuration not stated)	-3	2
CCOc1ccc(CN2CCNC(=O)C2CC(=O)NC2CCOCC2)cc1 (configuration not stated)	6	1
CCOc1cc(CO)ccc1OCC(=O)N1CCCCC1	-11	-3

Quoted from the entries so far for reference:
SMILES	H9c2 TAG inh	H9c2 TAG inh DAPI viability
N#CC(c1ccc(F)cc1)c1ccc(C(=O)c2ccc(F)cc2)cc1 (configuration not stated)	-14	1
COc1ccccc1/C=N/NC(=O)CC(=O)NCCc1ccccc1	3	0

Among those listed so far, 4 have an aryl thioether with sulfur outside any ring:
SMILES	H9c2 TAG inh	H9c2 TAG inh DAPI viability
O=C(Nc1ccccc1F)c1ccc(CSc2ncccn2)cc1	0	-5
O=C(CSc1nc2ccccc2c(=O)[nH]1)Nc1nc(-c2ccc(Br)cc2)cs1	31	-10
CCCOc1ccc(-c2cc(C(F)(F)F)c(C#N)c(SCC(=O)O)n2)cc1	2	-6
COc1ccc(-n2c(C)cc(SC)c(C(C)=O)c2=S)cc1	8	-5

Carrying on.
SMILES	H9c2 TAG inh	H9c2 TAG inh DAPI viability
O=C(O)C1CCC(=O)N1Cc1ccccc1Cl (configuration not stated)	-12	-3
Cc1cc(C(=O)COC(=O)C2COc3ccccc3O2)c(C)n1CC1CCCO1 (configuration not stated)	6	-1
Cc1onc(-c2c(Cl)cccc2Cl)c1C(=O)N=C(N)N1CC(C)OC(C)C1 (configuration not stated)	6	-4
CN(C)c1cc(-c2cccc([N+](=O)[O-])c2)oc(=O)c1Cl	7	-6
CC[C@@]1(C(=O)OC)N[C@H](CN(C)S(=O)(=O)c2ccc(F)cc2)[C@@H]2C(=O)N(C)C(=O)[C@@H]21	-5	-3
Cc1noc(C)c1C(=O)OC(C)C(=O)c1ccc(C(C)(C)C)cc1 (configuration not stated)	-7	-6
Cc1ccc(CN2C(=O)CCC2C(=O)NCc2ccccc2Cl)cc1 (configuration not stated)	-4	-5
Cc1ccc(NC(=O)CSc2ccc(-c3ccccn3)nn2)cc1F	-1	-4
O=C(c1ccncc1)N1CCN(S(=O)(=O)c2cccc([N+](=O)[O-])c2)CC1	12	-7
CN(C)CC1CCCCC1OC(=O)/C=C/c1ccccc1 (configuration not stated)	6	-1
O=C(Cn1cnc2c(nnn2Cc2ccccc2)c1=O)Nc1ccc2c(c1)OCCO2	3	-4
COC(=O)Nc1nc2ccc(C(=O)c3cccs3)cc2[nH]1	45	-19
Cn1c(=O)c2cc(S(=O)(=O)NC(C(=O)Nc3cccc(F)c3)c3ccccc3)ccc2n(C)c1=O (configuration not stated)	24	-12
Cc1cc2[nH]c(=O)c(=O)[nH]c2cc1S(=O)(=O)N(C)C1CCCCC1	-15	11
CCOc1ccc(N(CC(=O)NCc2ccccc2)S(C)(=O)=O)cc1	0	-10
CCCOc1ccc(NC(=O)C2CC(=O)N(C(C)C)C2)cc1 (configuration not stated)	-7	3
COc1cccc(-c2cccc(NC(=O)C3CCN(Cc4nccs4)CC3)c2)c1	10	-7
Nc1nnnn1/N=C/c1cc(Br)ccc1O	5	-9
COc1ccccc1N(C)S(=O)(=O)c1ccc(C)c(C(=O)N2CCCCCC2)c1	-8	-5
Cc1ccc2nc(-c3cccnc3)cc(C(=O)Nc3ccccc3[N+](=O)[O-])c2c1	22	-2
O=C(Nc1ccccc1N1CCOCC1)C1=NN(c2c(F)c(F)cc(F)c2F)C(=O)CC1	3	-1
Cn1cc(S(=O)(=O)N2CCCC2)cc1C(=O)NCc1ccccc1Cl	-12	1
Cc1ccc(C(C)C)c(OCC(=O)Nc2ccc(N3CCOCC3)cc2N2CCOCC2)c1	-15	-1
CCOc1cc2nc3c4ccccc4n(C)c3nc2cc1OCC	8	33
N=C(N)SCc1cn(-c2ccccc2)nc1-c1ccc(Br)cc1	140	-89
CC(C)CN1C(=O)NC2(CCCc3ccccc32)C1=O (configuration not stated)	14	-6
CCN1C(=O)[C@H]2[C@@H](c3ccc(OC)cc3)N3C(=O)CN(Cc4ccccc4)C(=O)[C@@]3(C)[C@H]2C1=O	-7	4
Cc1cc(C(=O)N2CCCC(N3CCN(c4ccc(F)cc4)CC3)C2)no1 (configuration not stated)	-3	-1
CCC(C)N(C(=O)CSc1nncn1C)C1CCS(=O)(=O)C1 (configuration not stated)	16	-1
COC(=O)c1ccc(CN(c2ccccn2)S(=O)(=O)c2ccccc2)cc1	-5	-5
COc1ccc(S(=O)(=O)N2CCOC2CNC(=O)C(=O)NCc2ccncc2)cc1C (configuration not stated)	11	-7
CC(=O)c1ccc(N2CCN(C(=O)c3ccc(S(=O)(=O)NCc4ccco4)cc3)CC2)cc1	1	5
Cc1ccnc(N2C(=O)c3ccc([N+](=O)[O-])cc3C2=O)c1	10	-15
COc1ccc(NC(=O)Nc2ccccc2C(=O)N2CCCC2)cc1	-3	-2
COc1ccc2[nH]c3c(c2c1)CCN1C(=O)C(CC(=O)NCCN2CCOCC2)C[C@H](C(=O)N(C(C)C)C(C)C)[C@@]31C (some centres not stated)	-8	-4
CCCc1ccc(C#N)c(SC2CC(=O)N(c3ccc(OC)cc3)C2=O)n1 (configuration not stated)	-9	10
Cc1cc(=O)oc2cc(NC(=S)NCc3ccccn3)ccc12	9	17
CCC(C)NC(=O)C(Cc1ccccc1)NS(=O)(=O)c1cccc2nsnc12 (configuration not stated)	9	0
COCCN(C(=O)COC(=O)C1CCC(C(C)(C)C)CC1)c1c(N)n(Cc2ccccc2)c(=O)[nH]c1=O (configuration not stated)	-25	-12
O=C(CCNC(=O)c1ccc([N+](=O)[O-])cc1)NCc1ccccc1	10	7

Exported as comma-separated lines: two of the compounds above
Compound,H9c2 TAG inh,H9c2 TAG inh DAPI viability
CCCc1ccc(C#N)c(SC2CC(=O)N(c3ccc(OC)cc3)C2=O)n1 (configuration not stated),-9,10
CCOc1cc2nc3c4ccccc4n(C)c3nc2cc1OCC,8,33

Next structures.
SMILES	H9c2 TAG inh	H9c2 TAG inh DAPI viability
COc1cc(C(=O)NCCN2C(=O)S/C(=C\c3cccs3)C2=O)cc(OC)c1OC	-1	3
O=C(CSc1nnnn1C1CCCCC1)NCc1cccc(C(=O)O)c1	-17	0
O=c1cc(C(F)(F)F)nc(-c2ccccc2OC(F)(F)F)[nH]1	11	0
COc1ccccc1Nc1cc(C(=O)NCCCN2CCOCC2)c2ccccc2n1	2	16
O=C(NNC(=O)c1ccccc1OCc1ccc(F)cc1)c1ccncc1	-6	-2
C/C=C/C(=O)N1CC2(CC(c3cccc(NC(=O)COc4ccc(Cl)cc4)c3)=NO2)C[C@@H]1C(N)=O (some centres not stated)	-3	8
CCN(CC)S(=O)(=O)c1cccc(NC(=O)c2ccc(S(=O)(=O)N3CCCC3)cc2)c1	8	-4
CCOC(=O)C1=NN(c2ccc(Cl)cc2)C(=O)C1	4	-4
Nc1ccc2nc(-c3ccccc3)sc2c1	19	i
Cc1cc2nc(SCCOC(=O)Nc3ccc(Cl)cc3)nc(C)c2cc1C	0	11
CCNc1nc2c(cnn2C)c(=O)[nH]1	-19	-15
CCC(C)[C@H](N)c1nnc(SCC(=O)Nc2cccc(Cl)c2)o1 (some centres not stated)	11	-10
CCCC[C@H]1COCCS(=O)(=O)N1Cc1ccccc1F	-12	-8
CCN(C[C@H]1N[C@@](Cc2ccccc2)(C(=O)OC)[C@H]2C(=O)N(C)C(=O)[C@@H]12)C(=O)Nc1ccc(Cl)cc1	-3	-9
Cc1ccc(S(=O)(=O)NC(=NCc2ccccc2)c2ccc(F)cc2)cc1	-22	-4
COCCn1c(SC(C)C(=O)NC2CC2)nnc1-c1cccc(C)c1 (configuration not stated)	-2	0

Bioassay records from PubChem.

Some of the compounds tested (hit frequency here may not be typical).
